RmlCD inh 1536 = M. tuberculosis RmlC/RmlD inhibition; RmlC+RmlD coupled enzyme assay, percent inhibition; primary screen in compound mixtures; 160,000 tested, 0.03% active; inhibition, % at 3.6 µM; P9WH09+P9WH11; AID 1533; in the data active = inhibition mostly above about 34%, no sharp cut-off; inconclusive = no clear call, values can overlap the other calls; inactive = mostly below about 22%; also: some results filed as inactive read as strong as hits
Target sequence (P9WH09 whole entry, looked up): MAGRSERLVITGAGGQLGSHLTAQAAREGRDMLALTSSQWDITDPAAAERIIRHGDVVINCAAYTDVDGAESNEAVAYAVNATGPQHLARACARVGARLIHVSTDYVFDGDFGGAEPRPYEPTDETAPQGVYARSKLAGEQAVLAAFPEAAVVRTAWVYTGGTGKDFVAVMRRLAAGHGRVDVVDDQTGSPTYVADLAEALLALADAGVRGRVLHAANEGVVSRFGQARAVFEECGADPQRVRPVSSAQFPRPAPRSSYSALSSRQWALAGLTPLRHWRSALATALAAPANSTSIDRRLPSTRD
Target sequence (P9WH11 whole entry, looked up): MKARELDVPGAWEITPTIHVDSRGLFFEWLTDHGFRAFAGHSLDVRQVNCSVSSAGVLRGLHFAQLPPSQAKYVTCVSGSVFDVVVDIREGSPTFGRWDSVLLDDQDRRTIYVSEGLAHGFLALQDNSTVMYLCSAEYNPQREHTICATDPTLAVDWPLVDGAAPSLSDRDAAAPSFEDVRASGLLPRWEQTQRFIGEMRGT
M. tuberculosis GlmU = inhibition of mycobacterial GlmU enzyme – biochemical, glucosamine-1-phosphate acetyltransferase (AID 1376). M. tuberculosis GlmU acetyltransferase enzyme assay; higher % means a stronger effect. inhibition, %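 (tested at 30 µM in the primary screen)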, or IC50 in µM where a hit was titrated. 220,000 tested, 0.25% active; in the data active = inhibition above about 13%; inconclusive = no clear call, values can overlap the other calls;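 also: 0% = complete reaction with vehicle and 100% = reaction without substrate; strong numbers were not always called active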
* marks the source's active call; other numbers are inactive results; ? = inconclusive; . = no result given; & = joins results of further samples. These rows are one share of the data; count on the stated rates, not on these rows.

SMILES	RmlCD inh 1536	M. tuberculosis GlmU
S=C1NC2=C(CCC/C2=C\c2ccccc2)C(c2ccccc2)N1 (stereo not given)	-10	-0.6%
CN(C)Cc1ccccc1Sc1ccc(O)cc1O	8	-2.3%
CC(NC(=S)Nc1ccc(OC(F)F)cc1)c1ccc(F)cc1 (stereo not given)	9	-4.1%
CC(=O)N1CCc2cc(N=NC3=C(O)CCCC3=O)ccc21	-6	8.2%
Cn1c(CSc2ncccn2)nnc1SCC(=O)N1CCCCCC1	4	1.1%
Cc1cc(=O)n(CC(C)O)c(O)c1C#N (stereo not given)	-4	-0.7%
COc1ccc(C(=O)c2coc3c2C(=O)C(=O)c2ccccc2-3)cc1	5	1.2%
CCCOc1ccc(C(=O)NCCC(=O)NCCCC(=O)O)cc1	10	-4.5%
COCc1nc(-c2ccc(-c3ccccc3)nc2OC)no1	-2	3.5%
O=C(CCn1nnc2ccccc2c1=O)N[C@@H](Cc1ccccc1)C(=O)O	-2	1.2%
COc1ccc(N2C(=O)CC(N3CCCC4CCCCC43)C2=O)cc1 (stereo not given)	.	-1.4%
COc1cccc(SCc2noc(C(=O)NCC3CC3)c2C(=O)NCC2CC2)c1	.	4.4%
O=C(c1ccco1)N1CCN(c2cc(C(F)(F)F)nc3ncnn23)CC1	-2	2.8%
O=C(O)C(O)Cc1c[nH]c2ccccc12 (stereo not given)	8	0.4%
Cc1ccc(C)c(S(=O)(=O)NC(C)C(=O)Nc2ccc(-c3nc4ccccc4s3)cc2)c1 (stereo not given)	.	-3.9%
C=CCNC(=O)c1cc(-c2ccccc2O)on1	1	0.4%
Cc1cccc(N(CC(N)=O)S(C)(=O)=O)c1C	16	0.2%
c1cc(CNc2ccc3c(c2)OCCO3)ccn1	-6	1.7%
CCOc1nc(NCCc2ccc(OC)c(OC)c2)nc(N2CCN(c3ccc(OC)cc3)CC2)n1	.	0.2%
COCCCNC1CS(=O)(=O)CC1O (stereo not given)	.	2.2%
Cc1ccc(-n2c(Cc3ccccc3)n[nH]c2=S)cc1	0	1.4%
Cc1cc(C)c(NC(=O)c2c[nH]c(=S)n2-c2ccc(F)cc2)c(C)c1	-4	8.3%
CCOC(=O)c1ccc(Nc2c(OCC)c(=O)c2=O)cc1	8	4.7%
Nc1cccc2c1C(=O)N(C(=O)c1ccc(S(=O)(=O)N3CCCCCC3)cc1)C2=O	9	-4.2%
CCOC(=O)c1c(C)[nH]c(C(=O)COC(=O)C2=NNC(=O)CC2)c1C	-2	-4.4%

15 compounds out of the list, ordered by length of the SMILES, high to low:
SMILES	RmlCD inh 1536	M. tuberculosis GlmU
CCOc1nc(NCCc2ccc(OC)c(OC)c2)nc(N2CCN(c3ccc(OC)cc3)CC2)n1	.	0.2%
Nc1cccc2c1C(=O)N(C(=O)c1ccc(S(=O)(=O)N3CCCCCC3)cc1)C2=O	9	-4.2%
CCOC(=O)c1c(C)[nH]c(C(=O)COC(=O)C2=NNC(=O)CC2)c1C	-2	-4.4%
O=C(CCn1nnc2ccccc2c1=O)N[C@@H](Cc1ccccc1)C(=O)O	-2	1.2%
COc1ccc(C(=O)c2coc3c2C(=O)C(=O)c2ccccc2-3)cc1	5	1.2%
COc1ccc(N2C(=O)CC(N3CCCC4CCCCC43)C2=O)cc1 (stereo not given)	.	-1.4%
CC(NC(=S)Nc1ccc(OC(F)F)cc1)c1ccc(F)cc1 (stereo not given)	9	-4.1%
CCCOc1ccc(C(=O)NCCC(=O)NCCCC(=O)O)cc1	10	-4.5%
Cn1c(CSc2ncccn2)nnc1SCC(=O)N1CCCCCC1	4	1.1%
Cc1ccc(-n2c(Cc3ccccc3)n[nH]c2=S)cc1	0	1.4%
COCc1nc(-c2ccc(-c3ccccc3)nc2OC)no1	-2	3.5%
Cc1cccc(N(CC(N)=O)S(C)(=O)=O)c1C	16	0.2%
C=CCNC(=O)c1cc(-c2ccccc2O)on1	1	0.4%
c1cc(CNc2ccc3c(c2)OCCO3)ccn1	-6	1.7%
CN(C)Cc1ccccc1Sc1ccc(O)cc1O	8	-2.3%

Next records follow.
SMILES	RmlCD inh 1536	M. tuberculosis GlmU
Cc1oc2c(O)c(O)ccc2c(=O)c1-c1ccccc1	.	4.0%
O=C(Nc1cccc(S(=O)(=O)c2cccc(NC(=O)C3CC3)c2)c1)C1CC1	.	6.1%
Cc1ccc(-n2c(=O)cc(N3CCN(Cc4ccccc4)CC3)[nH]c2=O)cc1	9	-0.6%
CC(C)NC(=O)c1cnc(N2CCN(c3ccccn3)CC2)c2ccccc12	10	1.1%
O=C(C[n+]1ccccc1)N1CCCc2ccccc21	-9	4.9%
S=C(Nc1ccc(Cl)c(Cl)c1)NC1CCN(Cc2ccccc2)CC1	9	-3.0%
CC1(C)CC(CCNS(=O)(=O)c2ccccc2)(c2ccccc2)CCO1 (stereo not given)	4	3.9%
COc1cc(OC)cc(N(C(=O)c2ccco2)C(C(=O)NC2CCCC2)c2ccc(N(C)C)cc2)c1 (stereo not given)	8	-3.8%
Cc1[nH]c2ccccc2c1/C=N/NC(=S)NCc1ccccc1	14	3.0%
COC(=O)[C@H](Cc1ccccc1)NC(=O)Nc1ccc(S(N)(=O)=O)cc1	-6	0.1%
CCCCOc1ccc(-c2nc(SCC(N)=O)n[nH]2)cc1	-3	-1.8%
CC1CC(C)(C)OC(C[N+]2(C)CCCCC2)O1 (stereo not given)	-3	1.7%
CC(=O)OC(COc1ccccc1)Cn1cnc2cc(C)c(C)cc21 (stereo not given)	7	1.8%
CCOc1ccc(OCC)c(NC(=O)CN2CCN(c3cccc(C)c3)C(C)C2)c1 (stereo not given)	5	.
CCOC(=O)CNC(=O)c1ccc(OCC(F)(F)F)cc1	7	1.2%
COc1ccc(C2CC(=O)Oc3c2c(=O)n(C)c2ccccc32)c(OC)c1OC (stereo not given)	-9	1.6%
COc1ccccc1NC(NC(=O)c1ccccn1)C(Cl)(Cl)Cl (stereo not given)	-3	-6.3%
COc1ccc(NC(=S)/N=C(\N)Nc2nc(C)c3ccc(C)cc3n2)cc1	.	-5.1%
CCC(=O)N(Cc1cc2ccccc2[nH]c1=O)C(C)C	4	-1.0%
Cc1cc(NC(=O)CCC(=O)N2CCC3(CC2)OCCO3)no1	6	0.6%
COc1ccc(CC(=O)NCCc2ccc(S(N)(=O)=O)cc2)cc1	10	.
NC(=S)N/N=C/c1ccc(-c2ccc(Cl)c(Cl)c2)o1	-6	-2.1%
O=C(CC(C(=O)N1CCc2ccccc21)n1ccnc1)NCC1CCCO1 (stereo not given)	-2	2.7%
CC/C(=N\N1CCN(C)CC1)c1c(O)[nH]c(=O)[nH]c1=O	5	0.8%
COc1ccc(C(C)=O)cc1COC(=O)CNC(=O)c1ccc(F)cc1	.	-4.9%

Carrying on.
SMILES	RmlCD inh 1536	M. tuberculosis GlmU
O=C(C(Cc1ccccc1)NS(=O)(=O)c1cccc2cccnc12)N1CCc2ccccc21 (stereo not given)	?	2.7%
Cc1cccc(C(C)(C)C)c1OCCN1CCCC1	.	1.7%
C=CCn1c(NC(=O)c2ccc(Br)o2)c(S(=O)(=O)c2ccccc2)c2nc3ccccc3nc21	-7	3.1%
O=C(Nc1ccc2c(c1)OCO2)Oc1ccccc1	-10	0.4%
O=C(COC(=O)CCC(=O)c1cccs1)Nc1cccc(S(=O)(=O)N2CCOCC2)c1	.	3.7%
CC(C)(C)n1nnnc1C(c1cccs1)N(Cc1cccnc1)Cc1ccco1 (stereo not given)	-3	3.5%
Cc1ccc(Cl)cc1N1CCN(C(=O)CN2C(=O)c3cccc4cccc2c34)CC1	26	3.2%
NC(=O)Nc1ccc(C(=O)OCC(=O)Nc2cccc(S(=O)(=O)NC3=NCCCCC3)c2)cc1	.	5.9%
COCCNC(=O)C(c1cccs1)N(C(=O)Cn1nnc2ccccc21)c1cccc(C(C)=O)c1 (stereo not given)	1	0.8%
O=C(CSc1nncs1)NC(=O)NCc1ccco1	3	3.8%
COc1ccc(-c2[nH]ncc2[C@@H]2C[C@H]3CN(Cc4ccccc4C)C(=O)[C@]34CCCN24)cc1	13	-2.4%
CC(=O)c1cnc2scnn2c1=O	-4	0.4%
CCc1nc(SCC(=O)NCc2ccccc2)c2c(=O)n(C)c(=O)n(C)c2n1	-7	-7.6%
CS(=O)(=O)NNP(=O)(NNS(C)(=O)=O)NC(=O)c1ccc(Br)cc1	18	4.4%
Cc1cc(N2CCN(S(=O)(=O)c3ccc(Cl)cc3)CC2)c2ccccc2n1	-7	2.4%
CCSc1nnc([C@@H](N)Cc2c[nH]c3ccccc23)o1	.	4.8%
COC(=O)c1ccc(NC(=O)C2CC(=O)OC2c2ccccc2)cc1 (stereo not given)	.	9.6%
CC(=O)NC(CC(=O)OCC(=O)c1c(N)n(C)c(=O)n(C)c1=O)c1ccccc1 (stereo not given)	19	1.7%
Oc1ccc2ccccc2c1N=Nc1ccc(F)cc1	-84&3	0.2%&0.4%
COc1cc(C(=O)Nc2nnc(C3CC3)s2)ccc1OCc1c(C)noc1C	-8	-2.6%
CCS(=O)(=O)c1ccc(OC)c(N=Nc2ccc(O)c3ncccc23)c1	0	-3.8%
COc1ccc(C2CC(=O)Oc3cc(O)cc(O)c32)cc1 (stereo not given)	.	-0.7%
CC(C)(C)c1ccc(NC(=O)c2ccc3c(c2)S(=O)(=O)c2ccccc2C3=O)cc1	.	-3.8%
CC(C)CC(=O)NC(=S)Nc1ccc(S(=O)(=O)NC(C)(C)C)cc1	-3	0.6%
CC(C)n1c(O)c(N=NC(=O)Cn2ccc(C(F)(F)F)n2)c2ccccc21	28	-4.0%

(further entries)
SMILES	RmlCD inh 1536	M. tuberculosis GlmU
c1cncc(CNc2ccc3c(c2)OCO3)c1	.	1.7%
Cc1ccc(C(=O)CSc2nccn2-c2ccccc2)cc1	.	1.0%
O=C(OCCN1CCCCC1)C1(c2ccccc2)CCCC1	-5	3.3%
COc1ccc(C2C(C(=O)NCc3ccccn3)c3ccccc3C(=O)N2C)cc1OC (stereo not given)	10	6.0%
Oc1[nH]c2ccc(Br)cc2c1N=NC(=S)N1CCOCC1	.	-2.7%
COc1ccc(-c2cc(C)nc(SCc3cccc(C(=O)O)c3)n2)cc1	-4	2.4%
COc1ccc(Cl)cc1C(=O)Nc1ccc2c(c1)OCO2	.	-1.4%
CCOC(=O)C1(CC2CC2)CCN(Cc2cnc(-c3ccc(OC)cc3)nc2)CC1	8	-1.9%
CN(C)CC(C)(C)CNC(=S)Nc1ccc(S(=O)(=O)N2CCOCC2)cc1	1	-7.0%
COc1ccc(C(=O)NNC(=O)C(=O)NCc2ccccc2)cc1	-8	-2.6%
CN1CCc2nc(SCC(=O)OC(C)(C)C)c(C#N)cc2C1	10	.
COc1cc(OC)nc(NC(=O)CN2CCN(c3ccc(F)cc3)CC2)n1	10	-4.9%
COc1cccc(COCCN2CCN(S(=O)(=O)c3ccc(C)cc3)CCC2=O)c1	.	1.3%
Cc1ccc(N2CCN(c3ccc(C)cc3)C2c2ccncc2)cc1	.	0.1%
CCOC(=O)c1c(NC(=O)CSc2n[nH]c(-c3ccco3)n2)sc(C)c1C	9	-2.1%
Cc1cc(=O)c(C(=O)O)cn1-c1ccc(C(C)C)cc1	-10	.
Cc1cc(O)c(-c2cc(C(=O)NCc3ccc4c(c3)OCO4)[nH]n2)cc1C	10	16%
CC(=O)C1=C(C)N(Cc2ccccc2)C(=O)N[C@H]1c1cccc(C(F)(F)F)c1	.	-4.3%
Oc1ccc(N2CCN(c3ncnc4sc5c(c34)CCC5)CC2)cc1	-4	6.7%
O=C(COc1ccc(Br)cc1Cl)NC(=O)Nc1ccc2c(c1)OCCO2	6	-0.6%
CCN(CC)C(=S)SCC(=O)Nc1ncc2c(n1)CCCC2=O	7	0.1%
O=C(CCc1ccccc1)N1CCN(c2ccc(Cl)cc2)CC1	-8	-1.0%
O=C(CCNS(=O)(=O)c1ccc(Br)cc1)NCc1ccc2c(c1)OCO2	4	-2.8%
CCCCCC(=O)NC(NC(=S)N1CCOCC1)C(Cl)(Cl)Cl (stereo not given)	.	2.3%
Cc1ccc(C)c(-n2c(SCC(=O)Nc3nnc(C)s3)nnc2-c2ccoc2C)c1	-4	1.6%

Going on with the list.
SMILES	RmlCD inh 1536	M. tuberculosis GlmU
CCOC(=O)CSc1nc2c(sc(=S)n2-c2ccccc2)c(=O)[nH]1	.	2.1%
COC(=O)CSC1=C(C#N)C(c2cccc(OC)c2)CC(=O)N1 (stereo not given)	10	-1.3%
COc1ccc(OC)c2sc(N3CCN(c4ccccc4)CC3)nc12	.	5.4%
Cc1ccccc1/C=C1\SC(=S)N(/N=C/c2cc([N+](=O)[O-])ccc2O)C1=O	2	-0.7%
Nc1c(C(=O)Nc2nc3ccccc3s2)sc2nc(-c3cccs3)ccc12	.	-1.1%
Cc1cc(C)c2[nH]c(=O)c(C(c3nnnn3Cc3ccc4c(c3)OCO4)N3CCCCC3)cc2c1 (stereo not given)	.	0.3%
O=C(Nc1ccccc1)N(CCCN1CCOCC1)Cc1ccccc1F	14	1.3%
CCOC(=O)c1cccc(NC(=O)CCc2nc(-c3ccccc3F)no2)c1	11	-1.1%
CCN1CCN(c2ccc(NC(C)=O)cc2Cl)CC1	.	-0.3%
O=C(CNC(=O)C12CC3CC(CC(C3)C1)C2)OCc1cc(=O)n2cc(Br)ccc2n1	6	-0.5%
CNC(=O)CSc1nc2nn(-c3ccccc3)c(=O)c-2c2n1CCCCC2	12	-0.4%
S=c1[nH]c2cc(-c3ccccc3)ccc2o1	2	0.7%
CC(C)Sc1nnc([C@H](C)NC(=O)OC(C)(C)C)o1	16	-5.9%
O=C1CC(Nc2cc(=O)[nH]c(=O)[nH]2)C(=O)N1c1ccccc1Cl (stereo not given)	-1	-4.0%
COc1ccc(OC)c(-c2nnc(SCC(=O)N3CCCc4ccccc43)o2)c1	7	-1.6%
CCOC(=O)c1sc(NC(=O)CCCn2nc([N+](=O)[O-])c(Cl)c2C)c(C(=O)OCC)c1C	.	2.3%
